PLK1 PBD block: PLK1 (human) polo-box domain binding inhibition; AID 720504; Potency, µM, for inactives: max response, negative = inhibition, most hits filed as inhibitors; P53350; actives 2.8% (n = 360,000); Plk1 PBD binding of FITC phosphopeptide, fluorescence polarization; note: potency is the fitted concentration of half-maximal effect; series mostly up to about 57 µM; % is set by controls: 0 for no effect and ±100 for the full control effect; nearly all actives have a fitted effect of over 65% in size
DRD3 antagonist: antagonists of human D3 dopamine receptor. P35462. D3R cells, DiscoveRx beta-arrestin luminescence, antagonist mode; stronger effect = lower value. max response, negative = inhibition, %. actives 2.5% (n = 360,000). AID 652054; in the data active = max response below about -50%; inconclusive = no clear call, values can overlap the other calls; note: % is set by controls: 0 for no effect and ±100 for the full control effect; mostly tested at two doses, the higher about 12 µM
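Cells plated overnight at 1500 cells/well, then exposed to library compounds with dopamine controls for 90 minutes at 37 degrees C. DiscoveRx reagent added for 30–60 minutes at room temperature; luminescence read, quantitative HTS format.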
WRN helicase inh: blocks human WRN helicase | Q14191 | WRN helicase unwinding, fluorescent forked duplex, kinetic | Potency, µM (doses to about 114 µM), without a hit: top-dose activity change, negative = inhibition, most hits filed as inhibitors | actives 0.46% (n = 360,000); note: potency is the fitted concentration of half-maximal effect; % is set by controls: 0 for no effect and ±100 for the full control effect; nearly all actives have a fitted effect of over 55% in size
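WRN at 20 nM final was preincubated with compound for 15 min at room temperature; reaction started with 100 nM forked duplex oligonucleotide carrying fluorophore and quencher plus 2 mM ATP (final). Unwinding followed kinetically by red fluorescence (ex 525/em 598 nm).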
HEK293 tox: cytotoxicity counter-screen for GLP-1 receptor inverse agonists; AID 624418; Potency, µM (highest dose often 38.3 µM), without a hit: at the top dose activity change, negative = inhibition, actives largely listed as inhibitors; HEK293 cAMP-luciferase reporter cells, luminescence, 24 h; actives 0.13% (n = 410,000);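 note: loss of luciferase light is scored as toxicity; potency is the fitted concentration of half-maximal effect; % is set by controls: 0 for no effect and ±100 for the full control effect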
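Cells in DMEM/10% Nu serum/1% pen-strep, 1536-well format. Pre-incubated 12 h, dosed with 23 nL compound, incubated a further 24 h. Luciferase detection, 12 min at room temp, luminescence.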
GLP-1R inv ag: inverse agonists of human GLP-1 receptor. AID 624417. HEK293 GLP-1R CRE-luciferase, luminescence, 24 h; GLP-1R form is constitutively active. actives 1.6% (n = 410,000). Potency, µM (doses to about 38.3 µM), for the others: at the top dose activity change, negative = inhibition, usual class: inhibitors; note: potency is the fitted concentration of half-maximal effect; % is set by controls: 0 for no effect and ±100 for the full control effect; nearly all actives have a fitted effect of over 55% in size
Target sequence (P43220 whole entry, looked up): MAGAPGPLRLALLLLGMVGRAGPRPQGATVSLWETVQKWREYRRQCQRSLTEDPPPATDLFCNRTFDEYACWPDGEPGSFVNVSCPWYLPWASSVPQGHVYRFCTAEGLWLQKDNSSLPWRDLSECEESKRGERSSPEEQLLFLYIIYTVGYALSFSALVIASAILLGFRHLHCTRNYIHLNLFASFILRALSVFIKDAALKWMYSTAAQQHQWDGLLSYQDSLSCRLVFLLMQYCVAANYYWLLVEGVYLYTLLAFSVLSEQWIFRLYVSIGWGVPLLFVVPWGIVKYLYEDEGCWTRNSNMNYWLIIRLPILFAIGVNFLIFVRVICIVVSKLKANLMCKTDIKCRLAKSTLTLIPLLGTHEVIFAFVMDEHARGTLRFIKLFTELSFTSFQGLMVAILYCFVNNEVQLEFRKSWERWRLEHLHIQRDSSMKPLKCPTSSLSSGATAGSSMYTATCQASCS
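Inverse agonism was detected as reduced cAMP-driven luciferase luminescence after 24 h compound treatment. The cells were HEK293 clones expressing constitutively active human GLP-1R with the reporter. Reporter-only and GPR119 cell lines served as counterscreen controls.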
GLP-1R agonist: agonists of human GLP-1 receptor | P43220 | actives 0.007% (n = 380,000) | Potency, µM (top dose mostly 45.6 µM), inactives show at the highest dose activation, usual class: activators | HEK293 GLP-1R CRE-luciferase, luminescence, 4-6 h; cells express a hypersensitive GLP-1R form; note: potency is the fitted concentration of half-maximal effect; % of control where 0% means no effect
IL2 activator: activates IL-2 in a cell-based reporter assay | actives 0.065% (n = 360,000) | activation, % (series mostly up to about 46 µM) | IL-2 activation reporter assay, cell-based qHTS; stimulated with anti-CD3/CD4/CD28 beads; in transgenic mouse T cells; in the data active = activation above about 50%; inconclusive = mostly about 30% to 49%; note: 0% is about no effect
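Using fluorescent plate cytometry, EGFP and DsRed are detected in transgenic mouse T cells stimulated 18 h at 37 degrees C with antibody-coated beads after 60 min compound pretreatment.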
D3 ag: agonists of human D3 dopamine receptor; P35462; D3R DiscoveRx beta-arrestin cells, luminescence, 90 min; max activation, %; actives 0.58% (n = 410,000); in the data active = max activation above about 30%; note: 0% is about no effect; mostly tested at two doses, the higher about 12 µM
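Agonist mode: compounds and dopamine controls were applied to plated cells for 90 min at 37 degrees C after an overnight attachment at 1500 cells/well. Luminescent read-out followed 30 - 60 minutes at room temperature with DiscoveRx detection reagent.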
PI5P4Ka inh: inhibitors of human PI5P4K alpha; P48426; PI5P4Kalpha enzyme, ADP-Glo luminescence, 60 min; stronger effect = lower value; max response, %; actives 1.2% (n = 330,000); active = max response of -50% or lower; inconclusive = between -30% and -50%; inactive = -30% or higher; note: value at the top dose of about 77 µM; % is set by controls: 0 for no effect and ±100 for the full control effect
Target sequence (P48426 whole entry, looked up): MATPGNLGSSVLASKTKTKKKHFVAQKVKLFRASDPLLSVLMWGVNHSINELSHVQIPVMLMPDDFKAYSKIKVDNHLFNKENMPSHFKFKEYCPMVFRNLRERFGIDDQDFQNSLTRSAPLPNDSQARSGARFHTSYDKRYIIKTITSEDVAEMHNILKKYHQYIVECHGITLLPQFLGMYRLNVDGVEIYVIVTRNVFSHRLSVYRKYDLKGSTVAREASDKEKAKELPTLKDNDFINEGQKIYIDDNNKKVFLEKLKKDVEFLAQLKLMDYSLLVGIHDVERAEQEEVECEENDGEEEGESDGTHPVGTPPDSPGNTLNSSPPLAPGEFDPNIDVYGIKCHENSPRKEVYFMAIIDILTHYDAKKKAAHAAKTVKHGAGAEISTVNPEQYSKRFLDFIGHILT
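Reactions run in 0.038 M HEPES pH 7.4, 0.28 mM EGTA, 0.1% CHAPS and 5% DMSO, with PI5P4Kalpha, substrate, compound and 5 microM ATP final, one hour at room temperature. Readout is ADP-Glo luminescence.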
* marks the source's active call; other numbers are inactive results; ? = inconclusive; . = not tested or not shown; & = joins results of further samples; [ ] = dose if it differs, or a comment. Unless noted, calls come from the whole dose curve; as a rule, active = well fitted curve in the direction sought with a large enough effect; inconclusive = small, poorly fitted or top-dose-only effect, or another doubt; inactive = no such curve, though single readings can be large; an effect the other way counts as inactive or inconclusive. Random draw from the library; about 7.8% have a hit in one of these screens.

Values in the order: GLP-1R agonist	DRD3 antagonist	IL2 activator	D3 ag	HEK293 tox	PLK1 PBD block	GLP-1R inv ag	PI5P4Ka inh	WRN helicase inh
- CC(C)c1ccc2c(c1)C(N1CCN(C)CC1)Cc1cccnc1S2 (stereo unspecified)
  10%	-104*	-0.6	-15	?	-11%	?	-1	3%
- CC1CN(C(=O)CSc2nnc3c(Cl)cc(Cl)cn23)CC(C)O1 (stereo unspecified)
  2%	?	-0.5	-4	1%	-7%	14%	-7	-1%
- Oc1ccc2oc3c(c2c1C=NCc1ccncc1)CCCC3
  3%	-2	0.8	-3	7%	?	-13%	-23	-7%
- COc1ccc(CCNC(=O)CCS(=O)(=O)c2ccc3c(c2)oc(=O)n3C)cc1OC
  3%	6	-2.3	-8&3	5%&0%	-19%	13%&10%	-7	8%
- COc1ccc(NC(=O)CN(c2ccc(C)cc2)S(=O)(=O)c2c(C)nn(C)c2C)cc1OC
  4%	-18	-1.0	-1	-9%	1%	0%	3	12%
- CCOc1cc(C2C3=C(CCCC3=O)Nc3nc(C(=O)OC)nn32)ccc1OC (stereo unspecified)
  5%	12	2.5	9	9%	-4%	3%	.	-3%
- CCCCNS(=O)(=O)c1ccc(OCC(=O)OC)cc1
  -1%	-5	-5.6	-8	-6%	-1%	-1%	2	-19%
- COC(=O)Cn1cnc2c(nnn2-c2cccc(OC)c2)c1=O
  -2%	3	-1.8	-1	10%	5%	7%	-11	2%
- O=C(COc1ccccc1)NNC(=O)c1cc2ccccc2oc1=O
  -7%	6	0.9	6	-4%	5%	25%	10	-14%
- Cc1ccc(C)c(N2CCN(S(=O)(=O)c3ccc4[nH]c(=O)c(=O)[nH]c4c3)CC2)c1
  -4%	8	2.3	-17	-1%	-22%	8%	.	-21%

Going on with the list.
Values in the order: GLP-1R agonist	DRD3 antagonist	IL2 activator	D3 ag	HEK293 tox	PLK1 PBD block	GLP-1R inv ag	PI5P4Ka inh	WRN helicase inh
- O=C(c1ccccn1)N1CCCC(N2CCN(Cc3ccc4c(c3)OCO4)CC2)C1 (stereo unspecified)
  -6%	5	-3.8	-9	1%	0%	-4%	-1	-13%
- C[C@H](CO)N1C[C@H](C)[C@@H](CN(C)S(=O)(=O)c2ccccc2)Oc2ccc(NC(=O)NC3CCCCC3)cc2C1=O
  8%	-4	-0.6	-12	-2%	-6%	14%	-7	-4%
- NC(=O)CCn1c(=O)oc2ccccc21
  1%	-2	-0.5	4	0%	0%	6%	1	7%
- Cc1cc2sc3ccccc3c(=O)c2c(C)c1O
  ?	13	0.7	4	62%[activator]	?	29%	2	-12%
- O=c1[nH]c(CSc2ncnc3sccc23)nc2ccccc12
  8%	-23	-2.0	8	-1%	-12%	36%	-4	-10%
- CN(c1ccc(C(=O)N2CCCCCC2)cc1)S(=O)(=O)c1ccccc1
  17%	17	0.2	12	-11%	-1%	?	2	1%
- COc1cc(/C=C(/C#N)C(=O)c2c(C)[nH]c3ccccc23)ccc1OCC#N
  4%	5	2.2	-5	-2%	0%	19%	2	-15%
- CC(=O)c1cccc(NS(=O)(=O)c2cc3c(cc2C)N(C(C)=O)CCO3)c1
  2%	15	-4.1	-10&-8	-3%&-1%	?	18%&4%	1	7%
- Brc1cc(Br)c2nc(-c3cccs3)ccc2c1
  -2%	21	-2.0	2	-10%	?	24%	14	-1%
- Clc1ccccc1CNc1ncnc2nc[nH]c12
  -5%	34	-2.1	-3	-19%	8%	-2%	6	-5%

Continuation.
Values in the order: GLP-1R agonist	DRD3 antagonist	IL2 activator	D3 ag	HEK293 tox	PLK1 PBD block	GLP-1R inv ag	PI5P4Ka inh	WRN helicase inh
- COC(=O)CCC(=O)OC1(C)C(=O)C2=CN(CCCOC(C)C)C(c3ccc(OC)cc3)=CC2=C(Br)C1=O (stereo unspecified)
  -5%	-18	-0.3	-23	-7%	?	15%	-15	32%
- CCOC(=O)c1c(C2CC2)csc1NC(C)=O
  24%	11	-1.0	1	16%	-1%	0%	0	8%
- CCCCc1noc2c1/C(=N\O)CC(c1ccccc1)C2 (stereo unspecified)
  -14%	36	-4.9	6	-8%	3%	-18%	-12	-22%
- Cc1ccc(Cl)cc1N1CCN(S(=O)(=O)c2cnc[nH]2)CC1
  -6%	15	-3.4	4	-13%	3%	2%	0	-6%
- CSc1ccc(Cl)c(C(=O)Nc2ccc(OCC(N)=O)cc2)c1
  5%	-18	-3.1	-7	9%	-5%	-2%	.	-5%
- CCOc1ccc(Oc2c(/C=N/NC(C)=O)c(C)nn2-c2ccccc2)cc1
  20%	-14	0.0	-2	15%	-2%	1%	5	-4%
- C=C(C)C(=O)Nc1cccc(C2=NOC3(C2)C[C@H](C(N)=O)N(C(=O)CC#N)C3)c1 (stereo partly specified)
  -2%	-19	-0.7	-4	1%	-8%	1%	-20	-32%
- O=C(NC1CCCCC1)c1cc2nc(-c3ccco3)cc(C(F)(F)F)n2n1
  -19%	37	-3.4	-8	20%	-7%	-10%	-3	0%
- COc1ccc(C)c2sc(N(CCN(C)C)C(=O)/C=C/c3cccs3)nc12
  5%	-55*	-4.6	-18	-29%	1%	?	4	11%
- CCOC(=O)C1CCN(CCC(=O)Nc2cccc(C)c2)CC1
  3%	3	-1.5	-12	-1%	0%	4%	1	0%

Next entries follow:
Values in the order: GLP-1R agonist	DRD3 antagonist	IL2 activator	D3 ag	HEK293 tox	PLK1 PBD block	GLP-1R inv ag	PI5P4Ka inh	WRN helicase inh
- CCN(C(=O)c1cccc(S(=O)(=O)N(C)C)c1)C12CC3CC(CC(C3)C1)C2
  13%	-4	-1.1	5	-23%	-6%	?	5	-11%[57.1 µM]
- Cc1c(C(=O)N/N=C/c2c(O)ccc3ccccc23)nnn1-c1nonc1N
  2%	14	-1.8	5	-4%	-6%	?	2	-2%
- COc1ccccc1C(=O)NCCC(=O)N(C)CC(=O)Nc1ccc(Cl)cc1
  -5%	7	-2.4	-2	10%	-3%	-14%	-13	-1%
- CC(O)CNc1nc2ccccc2n1CC(=O)NCCc1ccc(Cl)cc1 (stereo unspecified)
  4%	-9	0.7	-6	-12%	?	?	0	-6%
- Cc1ccc(-c2cc(C(=O)O)n[nH]2)o1
  1%	-4	-3.9	0	0%	-5%	1%	.	-14%
- CCOC(=O)c1[nH]c2c(c1-c1ccccc1)C(=O)CC(c1ccc(OC)c(OC)c1)C2 (stereo unspecified)
  1%	-21	-4.9	-7	-18%	-5%	?	0	-28%
- CCc1cccc(OCC2Cn3c(nc4c3c(=O)n(C)c(=O)n4C)O2)c1 (stereo unspecified)
  14%	9	-1.5	3	-11%	-9%	-18%	1	7%
- O=C(CCS(=O)(=O)c1ccc(Br)s1)NC1CCCCCC1
  -2%	?	-0.7	-6	-3%	-11%	-18%	-2	-5%
- O=C(N/N=C/c1ccc[nH]1)c1ccccc1OCc1ccc(F)cc1
  19%	-6	0.6	2	1%	-17%	12%	0	-2%
- CC(=O)Nc1ccc(S(=O)(=O)N[C@@H](C)C(=O)N2CCN(c3ccccn3)CC2)cc1
  -2%	5	3.1	4	?	12µM*	-9%	-4	-6%

Other results follow.
Values in the order: GLP-1R agonist	DRD3 antagonist	IL2 activator	D3 ag	HEK293 tox	PLK1 PBD block	GLP-1R inv ag	PI5P4Ka inh	WRN helicase inh
- CCc1ccc(NC(=S)NCc2cccnc2)cc1
  13%	-6	-0.6	2	-8%	-12%	7%	0	-6%
- COc1ccc(S(=O)(=O)N2CCCCC2)cc1NC(=O)Cc1cccs1
  5%	9	0.4	4	1%	-9%	19%	4	-17%
- CC(C)OCCCNC(=O)C1CCC(=O)N1C(C)C (stereo unspecified)
  -5%	9	-1.9	2	?	3%	4%	.	1%
- CONc1nc2nonc2nc1NOC
  6%	-9	-0.4	0	2%	-6%	-1%	-3	10%
- COc1cccc(CN(Cc2ccco2)C(c2ccc(F)cc2)c2nnnn2C(C)(C)C)c1 (stereo unspecified)
  -28%	?	-0.5	7	3%	-1%	10µM*	14	-15%
- O=C(CN(Cc1ccc(Cl)cc1)C(=O)c1csnn1)NCc1ccccc1
  13%	-1	-0.7	0	8%	-12%	?	1	4%
- Cc1cc(C)c(NC(=S)NC(NC(=O)c2ccccc2)C(Cl)(Cl)Cl)c(C)c1 (stereo unspecified)
  1%	?	-4.8	-1	-18%	-1%	?	14	4%
- O=c1c(-c2cc(-c3ccccc3)nc3c2COc2ccc(Cl)cc2-3)coc2ccc(F)cc12
  1%	.	.	1	-7%	.	11%	.	.
- O=C(O)c1ccccc1CSc1nc2ccccc2n1Cc1ccccc1C(=O)O
  -1%	8	-0.2	-4	-13%	-8%	4%	-6	-15%
- CCOc1cc(-c2nc3ccccc3s2)ccc1O
  22%	5	0.4	7	60%[activator]	-7%	?	17	-11%

Next part
Values in the order: GLP-1R agonist	DRD3 antagonist	IL2 activator	D3 ag	HEK293 tox	PLK1 PBD block	GLP-1R inv ag	PI5P4Ka inh	WRN helicase inh
- COC(=O)[C@H](CC(C)C)NC(=O)c1cc2c(cn1)[nH]c1ccccc12
  -4%	-15	-1.1	1	-21%	3.8µM*	-26%	?	-5%
- COc1cccc(CNC(=O)CCCc2cn(C)c3ccccc23)c1
  7%	-8	0.7	5	3%	0%	?	0	0%
- CCOC(=O)c1c(S(=O)(=O)Nc2cccc(Cl)c2)c(C)n(C)c1C
  2%	-8	-1.0	5	9%	?	?	-9	4%
- COc1cccc(CNC(=O)c2cc(COc3c(F)cccc3F)on2)c1
  14%	-9	-2.4	3	-16%	-6%	?	2	-7%
- CCc1nnc(NC(=O)CN2C(=O)N(C)C3(CCCCC3)C2=O)s1
  0%	1	-4.4	-14	-6%	0%	1%	0	3%
- Cc1ccnc(NS(=O)(=O)c2cnc(Cl)c(Br)c2)c1
  -8%	2	-2.1	-3	57%[activator]	0%	21%	-5	-7%

Compound activity as filed in PubChem.
